Screening results from PubChem.
NadD block: blocks S. aureus nicotinate mononucleotide adenylyltransferase | AID 602399 | purified NadD enzyme, colorimetric absorbance read-out | 360,000 tested, 0.78% active | inhibition, % at 20 µM; in the data active means inhibition above about 26%; further: some compounds past the cut are filed as inactive
Neddylation inh: blocks human cullin neddylation | P61081+Q13564 | TR-FRET cullin neddylation, biochemical | calls only at 25 µM | 360,000 tested, 0.58% active; in the data active means inhibition above about 36%
STEP inh: STEP (human) phosphatase inhibition. recombinant STEP, OMFP fluorogenic substrate, fluorescence. inhibition, % at 20 µM. 360,000 tested, 0.25% active;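 active means inhibition at 20 µM, scaled per plate between control wells, above about 37%, limit read from the data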;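 further: 0% = DMSO with enzyme and substrate and 100% = substrate only without enzyme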
Target sequence (P54829 whole entry, looked up): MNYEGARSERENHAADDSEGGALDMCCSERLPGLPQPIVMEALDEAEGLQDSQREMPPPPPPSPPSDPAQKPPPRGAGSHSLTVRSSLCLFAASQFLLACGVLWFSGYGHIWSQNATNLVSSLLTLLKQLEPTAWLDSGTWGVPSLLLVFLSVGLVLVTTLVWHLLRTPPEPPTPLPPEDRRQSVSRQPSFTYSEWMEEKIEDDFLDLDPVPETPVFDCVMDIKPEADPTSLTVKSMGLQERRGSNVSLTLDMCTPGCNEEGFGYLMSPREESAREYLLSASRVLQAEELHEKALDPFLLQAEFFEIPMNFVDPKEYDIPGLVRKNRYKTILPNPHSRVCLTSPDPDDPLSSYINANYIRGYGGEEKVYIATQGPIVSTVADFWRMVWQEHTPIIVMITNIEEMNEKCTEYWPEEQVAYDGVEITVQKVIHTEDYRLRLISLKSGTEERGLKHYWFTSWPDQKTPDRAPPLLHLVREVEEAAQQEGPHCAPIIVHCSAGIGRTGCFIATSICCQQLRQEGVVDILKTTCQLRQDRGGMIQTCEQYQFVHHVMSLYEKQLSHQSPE
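Material: STEP (striatal-enriched tyrosine phosphatase) enzyme, cell-free | Medium: 50 mM Bis-Tris pH 6.0 with 2.5 mM DTT and 0.005% Tween 20 | Read-out: Percent inhibition scaled to no-enzyme and uninhibited-enzyme controls, plate-pattern corrected | Signal: Fluorescence read at 480 nm ex / 540 nm em | Times: 20 min reaction, room temperature, in the dark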
DNMT1 block: inhibitors of human DNMT1. 360,000 tested, 0.83% active. inhibition (reported as % activation of signal), % at 10 µM. DNMT1 molecular beacon, Hinp1I cleavage, fluorescence; in the data active means inhibition above about 50%
Scp-1 inhibitor: blocks human Scp-1 phosphatase activity; Recombinant Scp1, phosphopeptide, malachite green phosphate absorbance; AID 493091; inhibition, % at 20 µM; 340,000 tested, 0.88% active;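 active means inhibition above about 50% at 20 µM, limit read from the data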;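 further: plate controls were DMSO wells with enzyme for no effect and wells lacking enzyme for full effect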
Target sequence (Q9GZU7 76-261 limits assumed): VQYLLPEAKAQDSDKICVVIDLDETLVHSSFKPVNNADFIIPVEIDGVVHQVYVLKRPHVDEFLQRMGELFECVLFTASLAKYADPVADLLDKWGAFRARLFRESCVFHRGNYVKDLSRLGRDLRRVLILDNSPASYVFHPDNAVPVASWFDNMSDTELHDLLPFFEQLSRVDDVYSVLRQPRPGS
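System: SCP-1 catalytic domain; Reagent: Phospho 17-mer peptide substrate; Doses: one concentration, 20 µM, with 1.0% DMSO; Incubation: 45 min room-temperature reaction, 5 min colour, 30 min stabiliser; Signal: Phosphate-binding colour reagent, absorbance read at 630 nm.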
SUMO1 PPI mod: modulators of human SUMO1-mediated protein-protein interactions; SUMO1 binding to a labelled peptide, TR-FRET, 1 h; AID 602429; 360,000 tested, 0.33% active; inhibition, % at 20 µM; P63165; in the data active means inhibition above about 37%
NRP1-CendR mod: NRP-1/CendR interaction modulation. O14786. FAM-RPARPAR peptide binding to NRP-1, fluorescence polarization. inhibition, % at 25 µM. 360,000 tested, 0.85% active;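 active means inhibition or corrected inhibition above about 18%, plus a signal ratio from 0.5 to 1.5, limit read from the data, passing the limit was not always enough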; further: strong numbers were not always called active
Tb MetRS inh: Trypanosoma brucei MetRS inhibition | AID 624268 | purified T. brucei MetRS, ATP depletion, Kinase-Glo luminescence | inhibition, % at 11.9 µM | 360,000 tested, 0.4% active;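 active means inhibition above a per-plate cutoff of the control wells' mean inhibition plus 3 SD, cut at about 5.5% in these data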;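 further: 0% = DMSO wells median and 100% = median of wells with control inhibitor compound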
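Material: parasite MetRS enzyme / Replication: singlicate, one well per compound / Signal: luminescence of leftover ATP / Schedule: 2 h aminoacylation at 25 °C after 15 min preincubation / Medium: HEPES-MgCl2-KCl buffer plus DTT, spermine, BSA, pyrophosphatase / Doses: 11.9 µM single point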
SKN-1 inh: C. elegans SKN-1 inhibition; inhibition, % at 21.8 µM; 360,000 tested, 0.49% active; C. elegans VP596 Pgst-4::GFP/RFP ratio, acrylamide-induced, 24 h;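 active means interference check ratio from 0.5 to 1.5 plus GFP to RFP signal ratio inhibition reaching or exceeding a fixed threshold, cut at about 30% in these data, passing the limit was not always enough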; further: some compounds called inactive have numbers as strong as hits
LMPTP inh: blocks human LMPTP phosphatase. recombinant LMPTP-A, OMFP fluorogenic substrate, fluorescence intensity. inhibition, % at 20 µM. 360,000 tested, 0.22% active;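 active means compounds that cut the enzyme signal by at least half of the control window in the single-dose screen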;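 further: plate controls were DMSO wells with enzyme plus substrate for no effect and substrate without enzyme for full effect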
Target sequence (P24666 whole entry, looked up): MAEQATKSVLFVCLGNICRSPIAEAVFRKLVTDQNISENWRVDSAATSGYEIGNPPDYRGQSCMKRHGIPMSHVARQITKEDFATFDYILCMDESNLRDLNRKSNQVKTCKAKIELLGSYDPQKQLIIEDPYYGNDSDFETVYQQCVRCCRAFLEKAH
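Assay system: LMPTP-A phosphatase enzyme | Input: 0.625 nM enzyme | Also added: Fluorogenic phosphatase substrate OMFP at 400 µM final | Compound dosing: One test concentration per compound, 20 µM, with 3% DMSO overall | Schedule: 50 min enzyme reaction at room temperature, protected from light | Signal: Fluorescence intensity | Benchmarks: no-enzyme and uninhibited controls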
Active calls of the source: *; i = inactive; · = not tested or not shown.

Molecule	NRP1-CendR mod	DNMT1 block	Tb MetRS inh	SUMO1 PPI mod	Neddylation inh	NadD block	LMPTP inh	Scp-1 inhibitor	STEP inh	SKN-1 inh
O=C(Nc1cccc(C(F)(F)F)c1)OCc1ccncc1	12	0	-0.5	7	i	-4	-0.3	0	1	10
CCOC(=O)c1ccccc1NC(=O)Cn1cnc2c(cnn2C(C)(C)C)c1=O	-1	-1	-0.1	-1	i	2	-0.1	-6	-2	6
CC(Oc1ccccc1)C(=O)Nc1cccc(NC(=O)c2ccco2)c1 (stereo not drawn)	-3	4	0.0	4	i	-8	-0.5	-11	2	3
CC1CCN(Cc2nc(-c3ccccc3)no2)CC1	-9	-2	-0.6	50*	i	-2	-1.0	-11	-4	25
CC(=NNC(=S)N1CC2CCC(CC2)C1)c1cnccn1	-2	-7	0.1	-4	i	6	-0.4	-8	11	8
CSc1ccc(S(=O)(=O)NCc2ccccc2C)cc1	11	-3	-0.5	-3	i	2	0.6	-7	-3	-8
COc1cc(/C=C/c2cc(C(=O)O)c3ccccc3n2)cc(OC)c1O	5	3	-0.5	-4	i	-1	-0.1	-10	4	8
O=C(C1CC1)N1CCc2cc(S(=O)(=O)NCc3ccccc3)ccc21	-4	-2	0.7	0	i	-9	-0.3	-9	-2	0
CCC(C)(C)C1CCc2c(sc(N)c2C(N)=O)C1 (stereo not drawn)	4	-4	-1.0	-8	i	10	-0.6	-8	1	7
CC1=C(C(=O)N2CCOCC2)CC(CC(=O)NC2CCCC2)C(=O)N1Cc1ccc(F)cc1 (stereo not drawn)	-16	6	-1.2	3	i	4	-1.7	·	0	-5
O=C(O)c1nn(Cc2ncc(-c3cccc(Cl)c3)o2)c(=O)c2ccccc12	-3	-10	1.1	-6	i	34*	0.9	-5	2	12
O=C(Nc1cccc(Cl)c1)Nc1ccccc1C(=O)NCc1ccco1	-4	-10	0.3	-4	·	-9	1.4	-7	0	4
CCCCCc1nnc(NC(=O)c2ccc3nc[nH]c3c2)s1	-6	-2	-0.4	1	i	4	0.0	-1	0	3
Cc1ccc(OCc2nnc(SCC(=O)Nc3cccc4ccccc34)n2-c2ccccc2)cc1	0	-6	-0.6	-4	i	11	7.9	-8	0	-1
Cc1ccc(-c2nnc(Nc3ccccc3)c3ccccc23)cc1S(=O)(=O)NCC1CCCO1 (stereo not drawn)	-13	-9	-0.9	-4	·	16	3.2	-5	0	11
COc1ccc(NC(=O)COC(=O)Cn2cnc3ccccc32)cc1	-4	-2	-0.4	4	i	6	-0.9	-2	2	-6
CCCOC(=O)C1=C(C)NC2=C(C(=O)CCC2)C1c1cccc(OC)c1OC (stereo not drawn)	19	5	-1.3	-3	·	-2	-0.4	0	-4	8
CCOC(=O)N1CCN(C(=O)/C(=C\c2ccc(SC)cc2)NC(=O)c2ccccc2)CC1	0	-2	-0.2	-11	i	1	-0.1	7	-2	9
O=C(Cc1ccc(Cl)cc1)N/N=C/c1ccc(O)c(O)c1	-12	6	0.3	-12	i	-1	-1.1	·	-1	10
Cc1ccnc(NS(=O)(=O)c2ccc(NS(=O)(=O)Cc3ccccc3)cc2)n1	6	0	0.2	28	i	-3	-1.1	0	0	-41
CCc1ccc(NC2=CC(=O)CC(c3ccco3)C2)cc1 (stereo not drawn)	12	5	-0.9	1	i	-2	-0.1	4	6	-18
CN(C)CCCN1c2ccc3ccccc3c2Sc2cccc(Cl)c21	12	-11	-0.1	-69	·	9	-0.3	10	-1	10
COc1ccccc1N(C(=O)c1csnn1)C(C(=O)NC1CCCC1)c1ccccc1 (stereo not drawn)	1	2	-0.3	-6	i	7	-0.6	-8	-2	1
COc1ccccc1Nc1nc(N)nc(-c2cc3ccccc3o2)n1	5	-8	-0.2	-1	·	10	2.9	2	1	4
COc1ccc(C(=O)c2cn[nH]c2-c2cc(Cl)ccc2O)cc1	-9	-3	-1.2	18	i	-1	-0.7	-8	0	1
C[C@H](CO)N1C[C@H](C)[C@@H](CN(C)C(=O)Nc2ccccc2)Oc2c(NS(=O)(=O)c3ccc(F)cc3)cccc2C1=O	1	1	-0.3	-1	i	4	-0.5	1	1	-7
Cc1ccc(NC(=O)Cc2nn(C)c(=O)c3ccccc23)cc1F	-5	2	-0.9	5	i	15	0.2	-7	2	18
O=C(CSc1nnnn1C1CCCCC1)Nc1ccc(F)cc1	-5	6	-0.9	7	i	-1	1.0	-3	-2	-11
COc1cc(NC(=O)Cc2ccc(F)cc2)cc(OC)c1OC	0	0	0.4	3	i	-16	0.2	-5	-2	9
CCOc1ccc(S(=O)(=O)N2CCC(C(=O)N3CCN(c4ccccc4)CC3)CC2)cc1	6	0	-1.1	3	i	-2	-0.2	2	-2	-12
O=C(OCCCCN1C(=O)c2ccccc2C1=O)c1ccc(S(=O)(=O)N2CCCC2)cc1	3	-4	-1.6	-7	i	-1	2.9	-6	2	-8
COC(=O)c1ccc(Sc2ccc(F)cc2)c(N)c1	-14	-9	-0.8	1	i	8	0.6	0	2	-1
CNC(=O)c1ccc(NC(=O)C2CCN(S(=O)(=O)c3cccc(C(F)(F)F)c3)CC2)cc1	-2	-4	-0.1	0	i	5	-1.0	-1	-2	18
CC(=O)Nc1cccc(C(=O)OCC(=O)c2ccc(S(=O)(=O)N3CCCCC3)cc2)c1	0	-3	-0.2	-2	i	-4	-0.7	-8	1	9
CCOc1cc(S(=O)(=O)N(CC)CC)c(OCC)cc1-n1cnnn1	0	5	-1.0	1	·	1	-1.7	2	-2	-3
COc1cc(-c2noc(C)c2/C=C/c2ccc(OC(C)=O)cc2)cc(OC)c1OC	2	-15	-0.2	-9	i	-5	0.6	-8	1	0
Cc1cccc(N/C=C/C(=C(C#N)C#N)N(C)C)c1	17	-4	-0.9	-1	i	0	0.2	-8	1	4
O=C(c1ccco1)N1CCN(C(=O)C23CC4CC(CC(C4)C2)C3)CC1	-20	1	-0.6	-1	i	-2	-0.6	-2	-1	-4
CCOC(=O)NC(=O)c1cn(Nc2ncc(C(F)(F)F)cc2Cl)c(=O)[nH]c1=O	-15	-2	-0.1	-3	i	1	-1.0	-8	-3	0
CCC(=O)Nc1nnc(S(=O)(=O)N(CC(C)C)c2ccccc2)s1	4	1	-0.9	6	i	-3	-3.7	4	-2	-12
COCCC(=O)N1CCOCC1c1cc(C(=O)NCc2ccccc2)no1 (stereo not drawn)	-6	2	0.2	-3	i	-1	0.4	·	-1	18
Cn1c(SCC(=O)c2ccc(F)cc2)ncc(C(=O)Nc2ccccc2)c1=O	27*	2	0.1	-4	i	-1	0.3	-5	2	-4
CC(NC(=O)c1ccc(F)cc1Cl)C1CC2CCC1C2 (stereo not drawn)	12	2	0.0	2	i	-6	-1.3	36	2	-3
C=C(C)c1cccc(C(C)(C)NC(=O)N2CCCC2)c1	11	-2	0.0	-1	i	5	-0.5	-2	-4	-22
Cc1ccc(S(=O)(=O)N(CC(O)CN2CCCCC2)c2ccccc2)cc1 (stereo not drawn)	-2	-10	0.0	-5	i	0	-1.0	-16	-2	-5
CC(C)(C)NC(=O)C1CC(=O)OC1(C)C (stereo not drawn)	0	1	-0.3	2	i	8	4.1	0	-3	11
CCc1cc(=O)[nH]c(SCc2ccc(C)cc2)n1	-7	0	-0.1	0	i	-5	0.4	1	4	15
Cc1noc(NC(=O)c2ccc(Cl)c(Cl)c2)c1Cl	-2	-3	-0.7	10	i	-5	-0.3	-8	0	18
CCCCCCSc1ccc([C@@H]2[C@@H]3C(=O)N(C)C(=O)[C@@H]3[C@]3(C(=O)OC)CCCCN23)cc1OC	12	-18	-0.2	7	i	3	2.8	-4	-4	-4
CCOC(=O)c1oc2ccccc2c1NC(=O)c1ccccc1OC	1	-4	-1.2	-3	i	-7	1.5	-7	1	6
COc1ccccc1NC(=O)CSc1nccn1Cc1ccc(F)cc1	6	2	-0.2	-3	i	0	-1.2	-5	1	1
CCCCN(C(=O)c1ccc(N2CCCC2=O)cc1)c1c(N)n(CC(C)C)c(=O)[nH]c1=O	-10	1	-0.2	8	i	4	-0.4	-5	-2	2
O=C(O)c1ccccc1CSc1nc2ccccc2n1Cc1ccccc1C(=O)O	-10	11	-0.1	24	i	7	-0.2	-5	4	-3
Cc1cccc(NC(=O)CSc2nnc(C)n2Cc2ccccc2)c1	5	2	-1.1	4	i	11	0.1	-2	3	20
CCOc1ccc(NC(=O)Nc2ccc3c(c2)nnn3C)cc1	5	-6	-2.3	3	i	2	0.2	12	-3	-2
CCOCCSc1nnc2nc(C)cc(C)n12	-1	4	0.3	-1	i	0	-0.8	-10	-10	-6
CC(=O)Nc1sc(NC(=O)c2ccco2)nc1-c1cccs1	23	-3	4.3	-1	i	0	1.4	-8	-2	-15
